D1 agonist – activates the human D1 dopamine receptor; P21728; HEK293 T-REx D1 cells, calcium flux, agonist mode; activation, % at 2 µM; 360,000 compounds, 1% hits; in the data active means activation above about 30%; further: 0% is about no effect
Target sequence (P21728 whole entry, looked up): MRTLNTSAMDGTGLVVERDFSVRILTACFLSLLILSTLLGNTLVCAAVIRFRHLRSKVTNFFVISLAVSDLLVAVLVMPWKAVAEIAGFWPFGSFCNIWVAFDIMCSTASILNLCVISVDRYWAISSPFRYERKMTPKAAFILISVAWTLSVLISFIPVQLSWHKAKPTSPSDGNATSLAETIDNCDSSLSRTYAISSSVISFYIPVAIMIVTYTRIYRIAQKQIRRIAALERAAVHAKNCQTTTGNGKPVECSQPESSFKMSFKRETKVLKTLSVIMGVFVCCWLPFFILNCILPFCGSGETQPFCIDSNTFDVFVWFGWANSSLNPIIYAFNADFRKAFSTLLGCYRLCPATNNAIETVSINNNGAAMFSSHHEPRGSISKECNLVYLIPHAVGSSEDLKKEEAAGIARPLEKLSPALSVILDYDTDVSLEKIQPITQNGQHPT
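Agonism was scored from calcium flux recorded over 180 s (1 read/s) after pintool compound addition, following a 10-cycle baseline. Cells were inducible force-coupled HEK293 TREx D1, plated overnight at 30 C and loaded with no-wash calcium dye.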
TRHR PAM – allosterically enhances the human TRH receptor; P34981; TRHR cells, fluo-8 calcium fluorescence, EC20 TRH enhancement; enhancement, % at 2 µM; 360,000 compounds, 0.66% hits; in the data active means enhancement above about 30%; further: 0% is about no effect
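Enhancer read-out: after compound pinning and an initial kinetic agonist-mode read, an EC20 of TRH (10 nM final) was injected and fluo-8 calcium signal (Ex 480/Em 530) followed at 1 s/cycle for 100 cycles in TRHR-expressing cells.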
RXFP1 ag – agonists of human relaxin receptor RXFP1. Q9HBX9. HEK293T-RXFP1 cAMP TR-FRET, 30 min; response scale: percent of porcine relaxin response, buffer zero. Potency, µM (series often up to 57.5 µM), inactives show top-dose activation, most hits filed as activators. 370,000 compounds, 0.3% hits. AID 2676; further: potency means the concentration at half of the fitted maximal effect; on the % scale 0 is the no-effect control and ±100 the full control effect; nearly all actives have a fitted effect of over 60% in size; many of its hits are not listed in these tables
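HEK293 cells stably expressing RXFP1, treated 30 min at 37C with compounds plus PDE4 inhibitor Ro 20174; cAMP measured by HTRF TR-FRET. Normalized to buffer and 29 nM porcine relaxin; EC50 by Hill fit.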
Anesthetic bind – candidate novel general anesthetic via apoferritin binding; P02791; apoferritin/1-aminoanthracene competitive binding, fluorescence; Potency, µM (top dose mostly 77.5 µM), for the others: at the highest dose activity change, negative = displacement, usual class: inhibitors; 350,000 compounds, 0.074% hits; AID 485281; further: potency means the concentration at half of the fitted maximal effect; on the % scale 0 is the no-effect control and ±100 the full control effect; nearly all actives have a fitted effect of over 20% in size
Target sequence (P02791 2-175 limits assumed): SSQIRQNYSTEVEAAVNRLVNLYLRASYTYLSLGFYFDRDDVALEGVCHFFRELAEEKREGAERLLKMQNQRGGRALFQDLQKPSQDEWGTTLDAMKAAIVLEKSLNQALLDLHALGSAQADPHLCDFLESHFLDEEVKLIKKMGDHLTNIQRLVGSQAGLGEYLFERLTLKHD
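Horse-spleen apoferritin (10 uM) was mixed with 50% saturated 1-aminoanthracene in PBS, exposed to compounds for 10 min at room temperature, and read for fluorescence (ex 380 nm, em 535 nm). Competitive displacement was fitted with a four-parameter Hill equation.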
D2 PAM – positively modulates the human D2 dopamine receptor allosterically. P14416. HEK293 T-REx D2, calcium flux, EC20 dopamine potentiation. potentiation, % at 10 µM. 340,000 compounds, 0.34% hits. AID 485347;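 active means potentiation over 3 SD above the plate norm, cut at about 30% in these data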; further: 0% is about no effect
Target sequence (P14416 whole entry, looked up): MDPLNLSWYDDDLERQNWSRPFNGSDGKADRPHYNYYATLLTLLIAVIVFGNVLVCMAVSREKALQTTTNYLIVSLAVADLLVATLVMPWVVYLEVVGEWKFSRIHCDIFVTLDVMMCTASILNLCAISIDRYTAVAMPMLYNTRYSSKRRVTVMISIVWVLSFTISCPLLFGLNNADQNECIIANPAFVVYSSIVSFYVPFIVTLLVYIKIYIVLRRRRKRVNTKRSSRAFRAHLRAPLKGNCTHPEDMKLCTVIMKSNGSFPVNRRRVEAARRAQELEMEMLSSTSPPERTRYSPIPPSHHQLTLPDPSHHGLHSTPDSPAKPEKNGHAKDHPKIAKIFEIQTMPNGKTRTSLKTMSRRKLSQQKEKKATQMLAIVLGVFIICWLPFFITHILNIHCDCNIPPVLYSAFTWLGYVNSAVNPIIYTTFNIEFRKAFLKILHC
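Calcium flux readout, no-wash dye, 1 read/s. Inducible HEK293 Trex D2 line, overnight 30 C. Compound alone 180 s (agonist flags), then EC20 dopamine, another 180 s to score potentiation.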
D1 antag – human D1 dopamine receptor antagonism; P21728; HEK293 TREx D1 cells, calcium flux, dopamine EC80; stronger effect = lower value; activity change, negative = inhibition, % at 10 µM; 360,000 compounds, 3.2% hits; AID 504652; in the data active means activity change below about -30%; further: on the % scale 0 is the no-effect control and ±100 the full control effect
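Cells carrying a force-coupled, tetracycline-inducible human D1 receptor report calcium flux. Each well gets a 10 s baseline, compound with 180 s monitoring, then an EC80 dopamine stimulus with a second 180 s kinetic read.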
D1 potentiator – human D1 dopamine receptor positive modulation; P21728; HEK293 TREx D1 cells, calcium flux, dopamine EC20 potentiation; potentiation, % at 10 µM; 360,000 compounds, 0.036% hits; in the data active means potentiation above about 30%; further: 0% is about no effect
RXFP1 antagonist – blocks the human relaxin receptor RXFP1. Q9HBX9. activity change, negative = inhibition, % at 57.5 µM. 350,000 compounds, 0.59% hits. HEK293-RXFP1, relaxin-stimulated cAMP HTRF, 30 min; stronger effect = lower value;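 active means activity change of -60% or lower, but not beyond a set lower limit; inconclusive means change between -60% and -40%, or beyond the set limit; inactive means change above -40%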; further: on the % scale 0 is the no-effect control and ±100 the full control effect
TRHR ag – agonists of human TRH receptor; TRHR cells, calcium flux fluo-8, FDSS agonist mode; activation, % at 2 µM; 360,000 compounds, 0.18% hits; in the data active means activation above about 30%; further: 0% is about no effect
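Agonist-mode FDSS calcium read (Ex 480/Em 530, 1 s cycles) in 1536-well TRHR cells with fluo-8 dye, after 10-cycle baseline and 23 nL compound addition; TRH at EC20 (10 nM final) added afterwards for the enhancer phase.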
* marks the source's active call; other numbers are inactive results; ? = inconclusive; nt = not tested or not shown; & = joins results of further samples; [ ] = dose if it differs, or a comment. Unless noted, the call rests on the fitted dose curve; in most records, active means well fitted curve in the direction sought with a large enough effect; inconclusive means small, poorly fitted or top-dose-only effect, or another doubt; inactive means no such curve, though single readings can be large; an effect the other way counts as inactive or inconclusive. This is a subset; the hit share may differ from the screen's.

SMILES	D1 agonist	TRHR PAM	RXFP1 ag	Anesthetic bind	D2 PAM	D1 antag	D1 potentiator	RXFP1 antagonist	TRHR ag
Cc1ccc(NC(=S)NCc2cccs2)cc1	0	1	0.2%	60%[activator]	-7	-12	0	0	0.3
O=C(COCc1cc(-c2ccc3c(c2)OCO3)on1)Nc1cccc(O)c1	6	9	4.7%	4%	3	-1	-4	-15	-0.4
C/C(=N\Nc1ccc(C(=O)O)cc1)c1ccc2c(c1)Nc1ccccc1S2	3	0	16%	4%	-3	-9	-3	-24	0.4
COc1ccc(OC)c(C(=O)CSc2nc3ccccc3n2CC(=O)NC(C)(C)C)c1	5	-9	14%	-4%	2	1	-3	-8	-1.0
Cc1ccc(-c2c(C)c(-c3ccc(F)cc3)nc(N)c2C#N)o1	8	-5	4.5%	0%	-5	-31*	-8	-15	-0.1
Cc1ccccc1-c1nnc(SCCC(=O)N2CCOCC2)o1	4	2	-1.3%	-3%	8	8	-7	0	-0.9
CCOC(=O)C(=O)NC12CC3CC(CC(C3)C1)C2	3	-4	2.6%	?	-3	1	-2	0	0.0
Cc1c(C#N)c(O)n(C)c(=O)c1N=Nc1ccc(S(N)(=O)=O)cc1	3	0	1.8%	-22%	nt	-6	-3	-2	0.4
O=C(NNC(=O)c1ccc(F)c(S(=O)(=O)N2CCOCC2)c1)c1ccc(Br)cc1	2	7	2.4%	nt	6	0	1	-1	-0.3
CC(Oc1ccc(Br)cc1)C(=O)NNC(=O)CCN1CCN(c2ccccc2)CC1 (stereo unspecified)	1	-2	-0.4%	nt	-15	-21	-10	-2	-0.7
O=C1CC(c2cc(F)ccc2F)c2cc3c(cc2N1)CCC3 (stereo unspecified)	8	5	-2.1%	-14%	12	-5	-2	-7	-0.4
COC(=O)c1ccc(OCc2nc(N)nc(N3CCOCC3)n2)cc1	2	-3	0.6%	-11%	-5	4	-3	8	0.2
COc1ccc(CCN(C)C(=O)CSc2ncnc3sccc23)cc1OC	1	-4	5.5%	-6%	nt	-5	-7	-5	0.4
COc1ccccc1CCNC(=O)CSc1nnc2ccc(-c3cccnc3)nn12	1	2	21%	-15%	1	2	4	17	-0.4
CCc1ccc(NC(=O)c2cccc(NC3=NC4CS(=O)(=O)CC4S3)c2)cc1 (stereo unspecified)	3	3	2.2%	-16%	-1	-1	-3	10	0.0
C/C(CC(=O)Nc1cccnc1)=N\NC(=O)C(=O)NC(C)C	2	-1	-1.9%	30%	5	9	-2	-3	0.1
COc1ccc(NC(=O)CSc2nc3c(c(=O)n2C)SCC3)cc1OC	4	2	6.0%	-6%	0	5	0	-4	-0.4
Cc1cc(=O)[nH]c(SCCCOc2ccc(F)cc2)n1	7	-3	-1.0%	-16%	-3	-25	-8	0	0.1
O=C(O)c1cccnc1SC1CC(=O)N(c2ccc(OC(F)F)cc2)C1=O (stereo unspecified)	2	-3	0.4%	1%	-6	-2	-2	-4	0.6
COC(=O)c1cc(S(=O)(=O)N2CCN(c3ccc(F)cc3)CC2)cn1C	8&6	3&-7	1.1%&4.3%	-7%&-8%	-5&11	-24&-10	-3&-3	8	-0.4&0.0
Cc1cccn2c(=O)c(/C=C(\C#N)S(=O)(=O)c3ccccc3)c(Oc3ccc(Cl)cc3)nc12	3	-1	0.3%	-3%	13	5	0	-6	0.1
Cc1sc(NC(=O)c2cc3ccccc3oc2=O)c(C(=O)OC(C)C)c1-c1ccccc1	0	6	0.1%	7%	-4	-7	-11	-6	-0.1
COc1ccc(NC(=O)CN2C(=O)NC(C)(c3ccc(C)cc3)C2=O)c([N+](=O)[O-])c1 (stereo unspecified)	4	11	-0.3%	-9%	2	-2	-4	2	0.3
Cn1c(O)c(N=NC(=N)N)c2ccccc21	2	66*	-2.2%	2%	-4	-14	-10	-5	0.9
Cc1ccc(CNC(=O)CN2C(=O)NC(C)(c3cccc(Br)c3)C2=O)cc1 (stereo unspecified)	0	1	-2.7%	-2%	-3	-1	-3	5	-0.6
Additional results follow.
SMILES	D1 agonist	TRHR PAM	RXFP1 ag	Anesthetic bind	D2 PAM	D1 antag	D1 potentiator	RXFP1 antagonist	TRHR ag
CC(=O)Nc1cc(NC(C)=O)cc(C(=O)OC(C)C(=O)Nc2ccc(S(=O)(=O)N3CCCC3)cc2)c1 (stereo unspecified)	1	0	-0.1%	nt	-1	-3	1	4	0.1
CN(C)S(=O)(=O)c1cccc(C(=O)NCCOC(=O)c2cc(F)c(F)cc2Cl)c1	7	-4	15%	3%	14	-5	-5	0	-1.6
CCc1ccc(C(=O)NC2CCCCC2)s1	1	-8	-0.5%	-21%	-13	-7	-1	-15	-0.2
O=C(CNCCO)NC12CC3CC(CC(C3)C1)C2	5	3	1.5%	?	-8	0	-1	-20	0.6
CCOc1ccc(N2CC(C(=O)NCCc3ccccc3)CC2=O)cc1 (stereo unspecified)	-1	-10	-1.1%	-2%	-5	-16	-6	-4	-0.5
COc1ccccc1C(=O)Oc1ccc(C(C)(C)C)cc1	5	7	-1.1%	?	0	-5	8	-14	-0.7
Cc1noc(NS(=O)(=O)c2ccc(NC(=O)C(F)(F)F)cc2)c1C	3	3	-0.3%	-2%	4	1	-3	4	1.1
O=C(O)c1ccc(S(=O)(=O)N2CCCCCC2)cc1	2	-2	-2.4%	-9%	2	-8	9	-10	1.0
COc1ccc(Cl)cc1Nc1nc(N)nc(C(F)(F)F)n1	1	-4	1.1%	?	-7	-11	-3	-4	-0.4
Cc1cccc(NC(=O)C(C)SCc2ccccc2)c1 (stereo unspecified)	1	-3	-1.3%	?	-8	1	-1	-5	0.3
O=C(CN1CCN(C(c2ccccc2)c2ccccc2)CC1)Nc1ccc(N2CCOCC2)cc1	1	-2	-0.2%	3%	-5	-7	3	-1	-0.1
Cc1c(C(=O)NCc2ccco2)sc2nc(-c3ccccc3)cn12	2	3	1.1%	-17%	3	-18	3	-2	-0.9
CCOc1ccccc1CNC(=O)CCNC(=O)Cn1ccc2ccccc2c1=O	3	4	0.2%	-8%	18	nt	0	-6	-0.4
O=C(/C=C/c1ccccc1)Nc1nc2n(n1)C(c1ccc(Cl)cc1)C=C(c1ccccc1)N2 (stereo unspecified)	1	13	3.5%	-7%	-2	9	0	-6	-0.6
Cc1ccc(C)c(-c2nnc(NC(=O)CCS(=O)(=O)c3ccccc3)o2)c1	0	13	1.4%	nt	nt	-2	4	-8	-1.2
CCOC(=O)c1c(S(=O)(=O)NCC(=O)N2CCN(c3cccc(Cl)c3)CC2)c(C)n(C)c1C	2	0	0.5%	9%	13	-10	0	-4	-0.2
CC(Oc1ccc(C(=O)c2ccccc2)cc1)C(=O)N1CCOCC1 (stereo unspecified)	4	4	1.9%	nt	0	3	1	-7	-0.5
Cc1cc(C)cc(SCc2noc(C(=O)NC(C)C)c2C(=O)NC(C)C)c1	3	-5	1.6%	-14%	-5	1	-5	nt	-0.3
CC(C)CC(=O)NC1(C(F)(F)F)C(=O)N(CC(C)C)C2=C1C(=O)CC(C)(C)C2 (stereo unspecified)	3	6	0.2%	-5%	5	16	-5	-2	-0.2
COC(=O)c1ccc(OCC(O)CN2CCN(C(=O)c3ccco3)CC2)cc1 (stereo unspecified)	2	0	0.3%	-2%	6	-5	0	-6	-2.7
Cc1cc(OCC(=O)NCc2ccccn2)c2c(C)cc(=O)oc2c1	2	7	-0.9%	0%	3	-1	-1	6	0.1
CCc1ccc(NC(=O)CN2C(=O)C3CCCN3c3ccc(S(=O)(=O)N(CC)CC)cc32)cc1 (stereo unspecified)	6	-1	0.7%	?	3	12	-3	-7	-0.8
COc1ccc(/C(O)=C2\C(=O)C(=O)N(CCN3CCOCC3)C2c2ccccc2OC)cc1 (stereo unspecified)	3	2	2.9%	-16%	12	13	1	1	0.6
CN1CCN(c2nc3c(c(=O)[nH]c(=O)n3C)n2Cc2ccccc2)CC1	3	-4	0.0%	-3%	1	6	-1	-6	-0.1
COC(=O)c1sccc1S(=O)(=O)N(CC(=O)NCc1ccccc1)c1ccc(C)c(C)c1	1	-5	-0.6%	-7%	10	-6	-6	4	-0.4

Grouped by structure, those above containing bromine (3)
SMILES	D1 agonist	TRHR PAM	RXFP1 ag	Anesthetic bind	D2 PAM	D1 antag	D1 potentiator	RXFP1 antagonist	TRHR ag
O=C(NNC(=O)c1ccc(F)c(S(=O)(=O)N2CCOCC2)c1)c1ccc(Br)cc1	2	7	2.4%	nt	6	0	1	-1	-0.3
CC(Oc1ccc(Br)cc1)C(=O)NNC(=O)CCN1CCN(c2ccccc2)CC1 (stereo unspecified)	1	-2	-0.4%	nt	-15	-21	-10	-2	-0.7
Cc1ccc(CNC(=O)CN2C(=O)NC(C)(c3cccc(Br)c3)C2=O)cc1 (stereo unspecified)	0	1	-2.7%	-2%	-3	-1	-3	5	-0.6

Carrying on.
SMILES	D1 agonist	TRHR PAM	RXFP1 ag	Anesthetic bind	D2 PAM	D1 antag	D1 potentiator	RXFP1 antagonist	TRHR ag
COCCNC(=O)c1c(NC(=O)Cc2coc3cc(C)ccc23)sc2c1CCCC2	1	8	1.4%	0%	-1	-1	2	-22	0.1
NC(=O)c1ccc(SCC(=O)OCC(=O)N2CCN(C(=O)c3ccco3)CC2)c([N+](=O)[O-])c1	1	4	0.3%	nt	3	7	-2	-6	0.3
Cc1ccc(S(=O)(=O)N2CCN(C(=O)COC(=O)Cc3cccc(C(F)(F)F)c3)CC2)c(C)c1	12	5	0.3%	nt	14	-20	5	-16	2.0
Cc1ccc(Cl)c(OCC(=O)NCC(c2cccs2)N2CCOCC2)c1 (stereo unspecified)	11	-4	1.2%	nt	-2	-3	-11	-29	-0.4
O=C1CC(c2cccc(F)c2)c2c(n3ncnc3[nH]c2=O)N1 (stereo unspecified)	-1	14	3.1%	-13%	-3	-4	1	nt	0.0
Cc1ccc(N2C(=O)CSC23C(=O)N(CC(=O)Nc2ccc(C(C)C)cc2)c2ccccc23)cc1C (stereo unspecified)	2	5	0.9%	-13%	4	11	-2	nt	0.6
c1ccc2c(-c3c[nH]c4ccccc34)c3ccccc3nc2c1	2	7	-4.4%	-12%	-5	23	-4	3	1.0
COC(=O)c1ccc(Nc2c([N+](=O)[O-])c(=O)oc3ccccc23)cc1	10	2	1.2%	3%	1	-19	-1	-10	1.7
O=C(Cc1ccc(Cl)cc1)Nc1ccc(CN2CCCCC2)cc1	25	-1	0.1%	-6%	-8	-11	0	-32	3.3
CN(c1ccccc1)S(=O)(=O)c1nnc(NC(=O)c2ccccc2)s1	-2	5	-0.6%	3%	nt	-10	5	-19	-2.6

Screening results: PubChem, National Center for Advancing Translational Sciences (NCATS)
